From PubChem
HIF-2a inh: HIF-2a reporter inhibitors, primary screen, luminescence, 786-0 RCC cells. 786-0 RCC cells HIF-2a reporter, luciferase luminescence, overnight. inhibition, % at 18.8 µM. hit rate 0.72% among 360,000. AID 624352, 2012;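 active = inhibition of the luminescence signal of 40% or more relative to plate controls, in a single-dose primary screen at 18.75 µM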
LMP1 NFkB inh: EBV LMP1-driven NF-kappaB luciferase reporter inhibitors, primary screen, cell-based, luminescence, single point | AID 504558, 2011 | inhibition, % at 12.5 µM | hit rate 0.69% among 350,000 | LMP1-induced NF-kappaB luciferase reporter cells; in the data active = inhibition above about 41%;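 note: 0% = neutral control wells and 100% = reference inhibitor control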
hiPSC survival: enhancers of single-cell hiPSC survival, primary screen, ATPlite luminescence; 100% = ROCK inhibitor wells, 0% = DMSO; survival enhancement, % at 20 µM; hit rate 0.044% among 360,000; in the data active = survival enhancement above about 18%;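 note: cells exposed to compounds for 16 hours before the ATP read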
TRPM1 prom inh: inhibitors of MITF-dependent TRPM1 promoter reporter, primary screen, cell-based, SK-MEL-5, single point, luciferase; SK-MEL-5 TRPM1 promoter luciferase, 24 h; inhibition, % at 12.5 µM; hit rate 0.83% among 330,000; AID 488899, 2010;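 active = mean inhibition across replicates of 60% or more, whatever share of single replicates reaches that level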; note: values of inactives mirror those of a sister screen read the other way
Shn3 inh set2: reduction of Shn3 3'UTR firefly luciferase signal, primary screen, Schnurri-3 inhibitor project, cell-based, Clone20 osteoblasts, set 2 | Clone20 osteoblast Shn3 3'UTR firefly luciferase, 24 h | inhibition, % at 12.5 µM | hit rate 0.52% among 360,000;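 active = mean inhibition of at least 75% with every replicate also reaching 75%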;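 note: 0% = median of neutral control wells and 100% = pilot-screen positive control compound; some compounds past the cut are filed as inactive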
NR2E3 ag-1: NR2E3 agonists in two-hybrid cells, primary screen, cell-based, luminescence, CHO-S, Gal4-NCOR/VP16-NR2E3 | AID 602229, 2012 | Photoreceptor-specific nuclear receptor (Homo sapiens), Q9Y5X4 | inhibition of corepressor binding, % at 3.98 µM | luciferase | hit rate 0.35% among 360,000;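 active = inhibition above the mean of all tested compounds plus 3 SD, cut at about 70% in these data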;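 note: 0% = DMSO with NR2E3 transfected cells and 100% = cells lacking NR2E3 construct; higher means lower luciferase signal from less NR2E3 corepressor binding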
Target sequence (Q9Y5X4 whole entry, looked up, the tested form may be a part): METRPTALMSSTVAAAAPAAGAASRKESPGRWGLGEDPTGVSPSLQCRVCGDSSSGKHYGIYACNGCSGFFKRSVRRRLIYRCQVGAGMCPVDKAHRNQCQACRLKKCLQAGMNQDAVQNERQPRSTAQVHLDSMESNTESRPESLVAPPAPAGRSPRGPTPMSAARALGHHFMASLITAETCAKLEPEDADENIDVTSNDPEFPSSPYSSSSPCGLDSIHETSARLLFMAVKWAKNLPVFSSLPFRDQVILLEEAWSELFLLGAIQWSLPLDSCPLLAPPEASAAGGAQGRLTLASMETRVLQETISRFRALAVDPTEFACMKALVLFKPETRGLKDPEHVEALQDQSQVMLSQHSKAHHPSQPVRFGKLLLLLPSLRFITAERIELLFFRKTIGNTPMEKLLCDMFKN
CF NFkB block: inhibitors of PAF-induced NF-kB signaling, primary screen, cell-based, GFP fluorescence, uHTS; KKLEB NF-kB-GFP reporter, GFP fluorescence overnight; inhibition, % at 5 µM; hit rate 0.86% among 360,000; AID 588850, 2011;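 active = at least 50% inhibition at 5 µM, scaled per plate between neutral and stimulator controls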;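 note: PAF is a Pseudomonas aeruginosa culture filtrate used as stimulus; plate controls were PAF-stimulated DMSO wells for no effect and unstimulated DMSO wells for full effect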
TRAIL sens C8: viability loss with TRAIL in NB7+C8 cells, primary screen, TRAIL sensitizer project, cell-based, ATPlite luminescence | hit rate 1% among 360,000 | inhibition (viability loss, TRAIL sensitization), % at 10 µM;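 active = compounds causing at least 50% loss of cell viability in the single-dose screen, relative to plate controls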
Peg3 prom inh: Peg3 promoter-driven luciferase inhibitors, primary screen, cell-based, HeLa, luciferase luminescence; HeLa PEG-Prom luciferase reporter, overnight; inhibition, % at 20 µM; hit rate 1.7% among 360,000; AID 588405, 2011;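 active = inhibition of at least 50% at 20 µM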
NR2E3 ag-2: inhibitors of NR2E3-RetCOR corepressor binding, primary screen, NR2E3 agonist project, biochemical, TR-FRET, GST-NR2E3, biotin-RetCOR; Photoreceptor-specific nuclear receptor (Homo sapiens), Q9Y5X4; 1536-well; inhibition of corepressor binding, % at 4.78 µM; hit rate 0.12% among 320,000; AID 2300, 2010;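 active = percent inhibition above the cutoff of mean plus 3 SD of all tested compounds, set per screening campaign, cut at about 20% in these data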;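 note: 0% = DMSO wells and 100% = biotin wells as full block of FRET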
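Material – GST-tagged NR2E3 plus biotinylated RetCOR corepressor · Quantity – NR2E3 fusion 1.35 nM · Times – 5 h incubation at 4 °C · Medium – pH 7.5 Tris-based buffer · Technique – TR-FRET, Eu(K)-anti-GST donor, streptavidin-D2 acceptor, ex 340, em 617/671 nm · Benchmarks – high control biotin, low control 0.6% DMSO · Format – 1536-well plates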
KKLEB cytotox: cytotoxicity in KKLEB CF airway cells, primary screen, cytotoxicity control for CF NF-kB inhibitor project, cell-based, uHTS, fluorescence assay plates | activity change (cytotoxicity), % at 5 µM | hit rate 0.36% among 360,000 | KKLEB CF airway cells viability, ATPlite luminescence, overnight; stronger effect = lower value; cells stimulated with P. aeruginosa culture filtrate | AID 602141, 2011;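 active = corrected activity change at or below -50% at 5 µM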
Starred values were filed as active, the others as inactive.

How did Cc1ccc2c(c1)c(CC(=O)Nc1ccc(F)cc1)c(C(=O)O)n2C do in these assays?
HIF-2a inh: -15; LMP1 NFkB inh: -5; hiPSC survival: 1.7; TRPM1 prom inh: 0; Shn3 inh set2: -11; NR2E3 ag-1: -13; CF NFkB block: -11; TRAIL sens C8: -34; Peg3 prom inh: 15; NR2E3 ag-2: -1; KKLEB cytotox: -9

How did CCN1CCN(C(=O)CCc2nnc(CCc3c[nH]c4ccccc34)o2)[C@@H](C)C1=O do in these assays?
HIF-2a inh: -9; LMP1 NFkB inh: 0; hiPSC survival: -0.2; TRPM1 prom inh: -9; Shn3 inh set2: -4; NR2E3 ag-1: 15; CF NFkB block: -4; TRAIL sens C8: -3; Peg3 prom inh: -15; NR2E3 ag-2: -1; KKLEB cytotox: 4

Results for Cn1cnc([N+](=O)[O-])c1Sc1ncccc1N ?
HIF-2a inh: 8; LMP1 NFkB inh: -1; hiPSC survival: 0.5; TRPM1 prom inh: 2; Shn3 inh set2: -9; NR2E3 ag-1: -25; CF NFkB block: 10; TRAIL sens C8: -21; Peg3 prom inh: 1; NR2E3 ag-2: 2; KKLEB cytotox: 5

Results for CS(=O)(=O)N1CCCC(C(=O)N2CCN(c3cccc(Cl)c3)CC2)C1 (configuration not stated) ?
HIF-2a inh: 10; LMP1 NFkB inh: 8; hiPSC survival: 1.9; TRPM1 prom inh: 2; Shn3 inh set2: -5; NR2E3 ag-1: 13; CF NFkB block: -7; TRAIL sens C8: -15; Peg3 prom inh: 16; NR2E3 ag-2: 1; KKLEB cytotox: 8

How did S=C1NCCOCCOCCOCCOCCNC(=S)N2CCOCCOCCN1CCOCC2 do in these assays?
HIF-2a inh: 20; LMP1 NFkB inh: 2; hiPSC survival: -0.3; TRPM1 prom inh: -8; Shn3 inh set2: 4; NR2E3 ag-1: -29; CF NFkB block: 4; TRAIL sens C8: -3; Peg3 prom inh: -2; NR2E3 ag-2: 6; KKLEB cytotox: 3

Results for NC(=O)COc1ccc2c3c(c(=O)oc2c1)CCCCC3 ?
HIF-2a inh: -52; LMP1 NFkB inh: -2; hiPSC survival: 2.2; TRPM1 prom inh: 13; Shn3 inh set2: 22; NR2E3 ag-1: 6; CF NFkB block: -3; TRAIL sens C8: 3; Peg3 prom inh: -25; NR2E3 ag-2: -2; KKLEB cytotox: -10

What do the screens show for `CC(c1nc2ccccc2n1Cc1ccccc1)N1CCCCC1` (configuration not stated)?
HIF-2a inh: 18; hiPSC survival: -0.5; TRPM1 prom inh: -31; Shn3 inh set2: -3; NR2E3 ag-1: -14; CF NFkB block: -16; TRAIL sens C8: 4; Peg3 prom inh: 30; NR2E3 ag-2: -3; KKLEB cytotox: -2

What do the screens show for `CCC(C)c1ccc(NC(=O)c2[nH]c(C)c(C(C)=O)c2C)cc1` (configuration not stated)?
HIF-2a inh: -137; LMP1 NFkB inh: -5; hiPSC survival: -0.5; TRPM1 prom inh: -40; Shn3 inh set2: -26; NR2E3 ag-1: -38; CF NFkB block: -2; TRAIL sens C8: 7; Peg3 prom inh: -254; NR2E3 ag-2: 2; KKLEB cytotox: -16

Results for Cc1c(C2CC(=O)N(c3ccccc3)C2=O)[nH]n(-c2ccccc2)c1=O (configuration not stated) ?
HIF-2a inh: 8; LMP1 NFkB inh: 5; hiPSC survival: -1.4; TRPM1 prom inh: 2; Shn3 inh set2: 11; NR2E3 ag-1: -11; CF NFkB block: 1; TRAIL sens C8: -1; Peg3 prom inh: -1; NR2E3 ag-2: -3; KKLEB cytotox: 4

What do the screens show for `O=C(Nc1ccc(F)c(Cl)c1)Nn1cnnc1`?
HIF-2a inh: 22; LMP1 NFkB inh: 6; hiPSC survival: 0.3; TRPM1 prom inh: 1; Shn3 inh set2: -4; NR2E3 ag-1: -3; CF NFkB block: -4; TRAIL sens C8: 17; Peg3 prom inh: 29; NR2E3 ag-2: -1; KKLEB cytotox: -11

How did CCOc1ccc(N(CC(=O)N2CCCC2)S(=O)(=O)c2ccc(Cl)cc2)cc1 do in these assays?
HIF-2a inh: -1; LMP1 NFkB inh: -5; hiPSC survival: -0.1; TRPM1 prom inh: -8; Shn3 inh set2: -4; NR2E3 ag-1: -6; CF NFkB block: 20; TRAIL sens C8: -13; Peg3 prom inh: 17; NR2E3 ag-2: -2; KKLEB cytotox: -3

Results for CN(C)/C=N/c1cnc(C(=O)c2ccc(Cl)cc2)n1C ?
HIF-2a inh: -198; LMP1 NFkB inh: -22; hiPSC survival: 2.8; TRPM1 prom inh: -78; Shn3 inh set2: -68; NR2E3 ag-1: -8; CF NFkB block: 10; TRAIL sens C8: -3; Peg3 prom inh: -278; NR2E3 ag-2: 5; KKLEB cytotox: -3

What do the screens show for `CN(C)C(=O)c1ccc(-n2cnc3ccccc3c2=O)cc1`?
HIF-2a inh: -47; LMP1 NFkB inh: -51; hiPSC survival: -0.8; TRPM1 prom inh: -8; Shn3 inh set2: -29; NR2E3 ag-1: -16; CF NFkB block: -12; TRAIL sens C8: -13; Peg3 prom inh: -26; NR2E3 ag-2: 0; KKLEB cytotox: 13

How did CN(C)Cc1nc2c(c(=O)[nH]1)C1(CCCCC1)Cc1ccccc1-2 do in these assays?
HIF-2a inh: 18; LMP1 NFkB inh: 5; hiPSC survival: 0.1; TRPM1 prom inh: -3; Shn3 inh set2: 19; NR2E3 ag-1: -17; CF NFkB block: 10; TRAIL sens C8: 4; Peg3 prom inh: 6; NR2E3 ag-2: -2; KKLEB cytotox: -10

What do the screens show for `O=C(O)[C@@H]1CCCN1C(=O)COc1ccc2c3c(c(=O)oc2c1)CCC3`?
HIF-2a inh: 3; LMP1 NFkB inh: -3; hiPSC survival: -0.1; TRPM1 prom inh: -9; Shn3 inh set2: -4; NR2E3 ag-1: -12; CF NFkB block: 12; TRAIL sens C8: -12; Peg3 prom inh: 0; NR2E3 ag-2: -6; KKLEB cytotox: -5

Results for C=CCNc1nc(C(F)(F)F)nc2c1nnn2Cc1ccccc1Cl ?
HIF-2a inh: 19; LMP1 NFkB inh: -5; hiPSC survival: -0.4; TRPM1 prom inh: -7; Shn3 inh set2: -4; NR2E3 ag-1: 17; CF NFkB block: 11; TRAIL sens C8: 6; Peg3 prom inh: 0; NR2E3 ag-2: 0; KKLEB cytotox: -8

What do the screens show for `CCOC1OC(=O)C(Cl)=C1Nc1ccc(C)cc1C` (configuration not stated)?
HIF-2a inh: -5; LMP1 NFkB inh: -2; hiPSC survival: 1.7; TRPM1 prom inh: -3; Shn3 inh set2: -11; NR2E3 ag-1: 13; CF NFkB block: -1; TRAIL sens C8: 5; Peg3 prom inh: -12; NR2E3 ag-2: -1; KKLEB cytotox: 13

Results for COc1ccccc1Oc1nc(-c2cccnc2)nc2ccccc12 ?
HIF-2a inh: 15; LMP1 NFkB inh: 0; hiPSC survival: 1.4; TRPM1 prom inh: 2; Shn3 inh set2: 5; NR2E3 ag-1: 25; CF NFkB block: 22; TRAIL sens C8: -29; Peg3 prom inh: 18; NR2E3 ag-2: -1; KKLEB cytotox: -16

What do the screens show for `COc1ccc(Cc2nc3ccc(C(=O)N4CCCCC4CO)cc3o2)cc1OC` (configuration not stated)?
HIF-2a inh: -1; LMP1 NFkB inh: 13; hiPSC survival: -3.2; Shn3 inh set2: 30; NR2E3 ag-1: -23; CF NFkB block: -13; TRAIL sens C8: -4; Peg3 prom inh: 0; KKLEB cytotox: -5

What do the screens show for `COc1ccc(CCNC(=O)c2ccc3nc(N4CCOCC4)sc3c2)cc1OC`?
HIF-2a inh: 14; LMP1 NFkB inh: 4; hiPSC survival: 0.2; Shn3 inh set2: -26; NR2E3 ag-1: -1; CF NFkB block: -6; TRAIL sens C8: 4; Peg3 prom inh: 4; NR2E3 ag-2: -2; KKLEB cytotox: 3

Results for COc1ccc(C2CC2C(=O)c2ccccn2)cc1 (configuration not stated) ?
HIF-2a inh: -199; LMP1 NFkB inh: -6; hiPSC survival: 1.1; TRPM1 prom inh: -59; Shn3 inh set2: -31; NR2E3 ag-1: -68; CF NFkB block: 4; TRAIL sens C8: 9; Peg3 prom inh: -165; NR2E3 ag-2: 0; KKLEB cytotox: -11

How did Cc1cc(=O)oc(C)c1C(=O)n1nc(C)c2c1C[C@@H]1[C@H]2C1(C)C do in these assays?
HIF-2a inh: 6; LMP1 NFkB inh: 2; hiPSC survival: 1.4; TRPM1 prom inh: 16; Shn3 inh set2: 8; NR2E3 ag-1: 1; CF NFkB block: 6; TRAIL sens C8: -11; Peg3 prom inh: -1; NR2E3 ag-2: 1; KKLEB cytotox: -4

How did CCOc1cccc(C(=O)Nc2ccccc2N2CCN(C(=O)C(C)C)CC2)c1 do in these assays?
HIF-2a inh: -62; LMP1 NFkB inh: 5; hiPSC survival: 0.4; TRPM1 prom inh: 0; Shn3 inh set2: 19; NR2E3 ag-1: -19; CF NFkB block: -23; TRAIL sens C8: -1; Peg3 prom inh: -50; NR2E3 ag-2: 2; KKLEB cytotox: -2

How did Cc1cc(C)cc(N(CCC#N)C(=O)COC(=O)c2nc3nc(C)cc(C)n3n2)c1 do in these assays?
HIF-2a inh: 18; LMP1 NFkB inh: 0; hiPSC survival: -0.2; TRPM1 prom inh: 3; Shn3 inh set2: -10; NR2E3 ag-1: -19; CF NFkB block: -20; TRAIL sens C8: 1; Peg3 prom inh: 16; NR2E3 ag-2: 2; KKLEB cytotox: -2

Results for COc1cccc(OCc2cc(C(=O)NCc3ccc4c(c3)OCO4)no2)c1 ?
HIF-2a inh: -138; LMP1 NFkB inh: -17; hiPSC survival: -0.2; TRPM1 prom inh: -43; Shn3 inh set2: -13; NR2E3 ag-1: -48; CF NFkB block: 12; TRAIL sens C8: 3; Peg3 prom inh: -161; NR2E3 ag-2: -3; KKLEB cytotox: 4

Not all compounds are listed (hit frequency here may not be typical).
